# EP2 mod: EP2 receptor modulators, cAMP readout, primary screen, cell-based, HTRF cAMP, PGE2 stimulation. Prostaglandin E2 receptor EP2 subtype (Homo sapiens), P43116. EP2-expressing cells, cAMP HTRF FRET, PGE2 co-stimulation. induction, % at 25 µM. actives 0.83% (n = 260,000). AID 940, 2007;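 active means compounds whose cAMP rise, as percent of the full-agonist control response, exceeds 60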;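 further: rat C6 glioma line stably carrying human EP2 under a CMV promoter; the protocol text gives 20 µM as final concentration; 100% = response of wells given 1 µM PGE2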
# Target sequence (P43116 whole entry, looked up): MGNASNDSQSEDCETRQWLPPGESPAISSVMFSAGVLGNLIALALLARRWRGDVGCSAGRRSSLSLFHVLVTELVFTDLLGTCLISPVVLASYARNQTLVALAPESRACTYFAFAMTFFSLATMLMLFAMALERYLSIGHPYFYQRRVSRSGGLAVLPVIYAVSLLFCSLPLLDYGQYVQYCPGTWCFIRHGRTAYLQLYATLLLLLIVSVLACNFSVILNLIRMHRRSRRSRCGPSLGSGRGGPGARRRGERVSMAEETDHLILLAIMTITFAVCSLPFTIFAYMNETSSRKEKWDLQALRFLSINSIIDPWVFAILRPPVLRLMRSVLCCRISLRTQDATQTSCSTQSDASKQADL
# Hck Nef HTS: inhibitors of Nef-activated human Hck kinase, primary screen, biochemical, Z-Lyte FRET, 384-well, Hck-YEEI | Tyrosine-protein kinase HCK (Homo sapiens), P08631 | Recombinant Hck-YEEI plus Nef, Z-Lyte FRET kinase assay | inhibition, % at 20 µM | actives 0.68% (n = 220,000) | AID 463187, 2010;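 active means Hck-Nef kinase inhibition above about 50%, limit read from the data; inactive means inhibition below that limit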;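 further: 0% = DMSO with Hck plus Nef and 100% = Hck alone without Nef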
# PERK inh: block of dimerizer-induced PERK translation repression, primary screen, PERK inhibitor project, CHO PERK-DD cells, SEAP luminescence, HTS; Eukaryotic translation initiation factor 2-alpha kinase 3 (Homo sapiens), Q9NZJ5; CHO PERK-DD fusion, SEAP luminescence translation reporter; inhibition, % at 5.6 µM; actives 0.17% (n = 220,000); AID 1416, 2008;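 active means inhibition above the mean inhibition of all tested compounds plus 3 SD, set separately per screening campaign, cut at about 2.9% in these data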;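 further: PERK kinase domain activated by AP20187 dimerizer at 100 nM; 0% = DMSO with dimerizer and 100% = rapamycin at 8.4 µM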
# zVAD death inh: inhibitors of zVAD-triggered necroptosis, primary screen, L929 cells; L929 zVAD necroptosis rescue, ATP luminescence, 24 h; with zVAD 60 µM; viability rescue, % at 10 µM; actives 0.38% (n = 220,000); AID 1377, 2008;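 active means activation, scaled between plate controls, above about 75%, limit read from the data; inactive means activation under that limit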;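 further: 0% = zVAD with DMSO and 100% = DMSO alone without zVAD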
# Runt-SMMHC FRET: inhibitors of RUNX1 Runt–CBFb-SMMHC binding, primary screen, biochemical, FRET, Cerulean-Runt, Venus-CBFb-SMMHC, uHTS; inhibition, % at 20 µM; actives 0.74% (n = 220,000); Cerulean-Runt/Venus-CBFb-SMMHC FRET ratio 530/480, 1 h; Runt-related transcription factor 1 (Homo sapiens) + Core-binding factor subunit beta …; AID 1434, 2008;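 active means mean inhibition across duplicate retests at 20 µM reaching about 50%, limit read from the data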;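 further: 0% = DMSO wells and 100% = wells with excess untagged CBFb-SMMHC; inhibitors lower the FRET ratio by blocking Runt binding to CBFb-SMMHC; some results filed as inactive read as strong as hits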
# Target sequence (Q01196 whole entry, looked up): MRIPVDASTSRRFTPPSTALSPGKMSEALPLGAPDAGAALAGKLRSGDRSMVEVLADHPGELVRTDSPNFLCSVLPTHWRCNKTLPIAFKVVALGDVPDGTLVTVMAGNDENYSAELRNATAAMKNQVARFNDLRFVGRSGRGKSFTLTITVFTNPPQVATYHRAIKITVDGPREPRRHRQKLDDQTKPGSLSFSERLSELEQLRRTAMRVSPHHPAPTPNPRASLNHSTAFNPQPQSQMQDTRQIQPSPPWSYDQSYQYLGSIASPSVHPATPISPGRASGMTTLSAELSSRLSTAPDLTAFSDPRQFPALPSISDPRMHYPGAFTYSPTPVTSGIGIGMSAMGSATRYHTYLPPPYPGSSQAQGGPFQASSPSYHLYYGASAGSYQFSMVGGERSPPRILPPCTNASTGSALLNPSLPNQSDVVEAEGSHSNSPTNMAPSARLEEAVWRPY
# Target sequence (Q13951 whole entry, looked up): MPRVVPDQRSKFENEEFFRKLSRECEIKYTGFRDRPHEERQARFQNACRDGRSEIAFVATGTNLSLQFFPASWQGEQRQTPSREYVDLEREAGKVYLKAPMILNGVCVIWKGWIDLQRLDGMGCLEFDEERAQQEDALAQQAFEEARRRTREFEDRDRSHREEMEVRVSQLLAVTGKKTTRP
# TNF death inh: inhibitors of TNF-alpha triggered necroptosis, primary screen, cell-based, Jurkat FADD-/-, single concentration; Jurkat FADD-/- TNF necroptosis rescue, ATP luminescence, 24 h; 0 = TNF only, 100 = no-TNF cells; activation (protection from cell death), % at 10 µM; actives 0.068% (n = 220,000); AID 463075, 2010;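 active means activation, meaning protection from cell death, of at least 50% relative to plate controls; inactive means activation below 50%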;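 further: necroptosis triggered by 40 ng/mL TNF-alpha added together with compound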
# PGE2 EP2 inh: human EP2 receptor antagonists, primary screen, TR-FRET cAMP, C6 glioma cells | Prostaglandin E2 receptor EP2 subtype (Homo sapiens), P43116 | C6 glioma cells expressing human EP2; cells stimulated with saturating PGE2 | inhibition, % at 25 µM | actives 0.52% (n = 260,000);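 active means percent inhibition above 40 after rounding to a whole number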;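 further: rat C6 glioma host cells with rolipram phosphodiesterase inhibitor present; the protocol text gives 20 µM as final concentration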
# RBBP9 inh: human RBBP9 inhibitors, primary screen, biochemical, fluorescence polarization, FP-Rh probe, HTS. actives 0.2% (n = 220,000). inhibition, % at 7.94 µM. Serine hydrolase RBBP9 (Homo sapiens), O75884. recombinant RBBP9;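 active means inhibition above the campaign mean of all tested compounds plus 3 SD, cut at about 14% in these data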;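 further: plate controls were DMSO wells with RBBP9 for no effect and wells lacking RBBP9 protein for full effect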
#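 System: RBBP9 protein | Quantity: 2.5 µM RBBP9 dispensing solution, before mixing | Reagent: FP-Rh probe, 375 nM dispensing solution | Timing: Enzyme-compound preincubation 30 min, then probe labeling 45 min, 25 °C | Measured by: Fluorescence polarization | Read-out: % inhibition | Replication: One well per compound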
# Runt-CBFb FRET: inhibitors of RUNX1 Runt–CBFb binding, primary screen, biochemical, FRET, Cerulean-Runt, Venus-CBFb, uHTS | Cerulean-Runt/Venus-CBFb FRET ratio 530/480, 1 h | AID 1496, 2009 | actives 0.46% (n = 220,000) | inhibition, % at 20 µM;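 active means inhibition over about 50% at 20 µM in the single-dose screen, limit read from the data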;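 further: 0% = DMSO wells and 100% = excess unlabeled CBFb competitor control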
#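 Measured by: fluorescence energy transfer, 422 nm excitation, 530/480 nm emission; test system: Cerulean-tagged RUNX1 Runt domain (FRET donor) fusion protein; buffer or medium: Tris pH 7.5 buffer with BSA; compound: one dose, 20 µM compound, 1% DMSO; times: two 1 h room-temperature incubations shielded from light; benchmarks: unlabeled CBFb 5 µM, positive control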
# Numbers without * were called inactive; . = not tested or not shown.
Compound	EP2 mod	Hck Nef HTS	PERK inh	zVAD death inh	Runt-SMMHC FRET	TNF death inh	PGE2 EP2 inh	RBBP9 inh	Runt-CBFb FRET
CC1=C(C#N)C(NC(=O)c2ccco2)(C(F)(F)F)C(=O)N1 (stereo unspecified)	12.7	0.6	0.6	0.2	-0.9	-1.0	14.1	1.1	0.9
CC(C)(C)C(=O)NC(=S)NNC(=O)c1ccncc1	20.0	4.8	0.8	0.9	4.1	-1.1	4.6	0.2	4.5
CC(C)(CN1CCN(c2ccccc2)CC1)NS(=O)(=O)c1ccccc1	-2.7	4.6	-2.3	0.8	1.2	0.7	7.7	-2.8	-0.2
COc1ccc(C/C(C)=N/NC(=S)Nc2ccc(C(C)C)cc2)cc1	-58.8	-0.7	-0.1	-0.2	10.0	-0.5	8.4	-1.1	7.5
Cc1nnc(SCC(=O)N(Cc2ccccc2)C(C)C)n1-c1ccccc1	-6.8	0.2	-2.4	1.0	-2.4	1.7	5.4	3.0	2.4
CN(C)CCOCCOc1ccc(Cl)c2ccccc12	-15.9	-6.5	0.3	12.2	-3.4	5.9	2.5	-5.0	1.1
COc1ccc(/C=N/O)cc1COc1ccc(NC(C)=O)cc1	-7.6	0.5	0.9	0.1	2.2	-0.3	4.5	-0.5	0.0
Cc1ccc(COC(=O)c2nn(C)c(=O)c3ccccc23)cc1	-27.5	27.5	0.1	-0.2	1.2	-1.3	2.5	-10.8	-5.1
CCN1C(=O)c2cccc3c(S(=O)(=O)Nc4c(C)n(C)n(-c5ccccc5)c4=O)ccc1c23	-4.5	7.6	1.1	-0.6	-0.6	-1.0	13.7	4.1	-0.8
COC(=O)c1ccc(Oc2nc(C(N)=O)cc(-c3ccccc3)n2)cc1	4.3	2.0	0.4	1.2	-1.0	0.3	8.0	2.4	-2.4
Cc1ccc(C(=O)NC2CCCCC2)cc1	-2.0	1.0	0.8	0.5	-1.1	-1.9	2.1	-0.6	.
Cc1cc(C)c(NC(=S)NC(=O)c2c(Cl)c(C)nn2C)c([N+](=O)[O-])c1	-80.4	0.0	-0.7	0.4	1.6	1.2	6.4	2.9	-2.0
Nc1ccc(-c2cc(N)n(-c3ccccc3)n2)cc1	5.3	1.1	-0.3	-0.2	-0.9	-4.0	14.3	-5.5	-3.9
O=C(NC(=S)NCc1ccccc1)C1CCCCC1	24.9	-1.6	-0.8	0.9	-4.9	-0.1	8.3	-7.8	-4.1
CCOC(=O)c1ccc2c(c1)N(CC#N)C(=O)C(C)(C)O2	-9.5	5.5	0.9	0.2	6.0	-1.9	5.8	-8.3	1.5
CC1=[N+]([O-])C(C)(C)CC(C)(C)c2ccccc21	14.3	3.2	0.8	0.3	2.5	-2.5	15.7	-8.3	2.1
CC(C)CC(=O)NC(Nc1ccccc1F)C(Cl)(Cl)Cl (stereo unspecified)	-0.3	-0.6	1.2	0.2	2.3	-3.2	.	3.4	-2.2
CCN1C(=O)C(CC(=O)Nc2ccc(F)cc2)N(Cc2ccco2)C1=S (stereo unspecified)	-42.5	-30.5	-0.4	1.7	0.2	2.6	6.7	-8.6	1.7
O=C(CC(SCCO)c1ccc(F)cc1)c1ccco1 (stereo unspecified)	-10.7	1.9	1.4	0.6	-2.3	-8.0	10.3	-2.5	0.9
COC(=O)c1ccccc1NC(=O)c1ccc(F)cc1	41.0	19.4	1.0	1.0	-0.4	1.1	9.6	-3.3	-0.1
CCOc1ccc(NC(=O)CNc2ccc(C)cc2Cl)cc1	-41.0	3.8	0.4	0.1	0.4	3.1	5.7	2.2	-1.1
C(=N\Nc1nc2ccccc2[nH]1)/c1ccccc1	-19.0	18.9	-0.1	84.5*	.	12.7	9.8	0.3	.
COc1cccc(NC(=O)c2cnsn2)c1	6.2	2.1	0.3	0.8	1.6	-0.6	3.6	-2.3	1.9
COc1ccccc1N1CCN(/N=C/c2ccc(O)c(O)c2)CC1	-42.8	27.1	1.5	3.5	27.0	-11.6	6.3	3.8	42.0
O=C(NNc1ccc(F)cc1F)c1c(F)cccc1Cl	-25.5	5.5	0.4	0.4	-1.8	0.4	13.8	-4.8	-0.5

# Looked up by structure from the entries so far:
Compound	EP2 mod	Hck Nef HTS	PERK inh	zVAD death inh	Runt-SMMHC FRET	TNF death inh	PGE2 EP2 inh	RBBP9 inh	Runt-CBFb FRET
CC1=[N+]([O-])C(C)(C)CC(C)(C)c2ccccc21	14.3	3.2	0.8	0.3	2.5	-2.5	15.7	-8.3	2.1
O=C(CC(SCCO)c1ccc(F)cc1)c1ccco1 (stereo unspecified)	-10.7	1.9	1.4	0.6	-2.3	-8.0	10.3	-2.5	0.9

# The listing picks up, repeating the 2 entries before the break.
Compound	EP2 mod	Hck Nef HTS	PERK inh	zVAD death inh	Runt-SMMHC FRET	TNF death inh	PGE2 EP2 inh	RBBP9 inh	Runt-CBFb FRET
COc1ccccc1N1CCN(/N=C/c2ccc(O)c(O)c2)CC1	-42.8	27.1	1.5	3.5	27.0	-11.6	6.3	3.8	42.0
O=C(NNc1ccc(F)cc1F)c1c(F)cccc1Cl	-25.5	5.5	0.4	0.4	-1.8	0.4	13.8	-4.8	-0.5
CC(C)CC(c1nnnn1C1CCCC1)N1CCN(C(=O)c2ccco2)CC1 (stereo unspecified)	3.9	1.3	-1.6	-0.1	-2.1	2.7	13.0	-0.9	0.0
CCC(=O)Nc1cccc(-c2cnc3ccccc3n2)c1	-28.8	-16.1	-1.6	3.1	0.8	-1.4	1.8	4.8	-0.4
S=C(NC1CCCCC1)NN1CCOCC1	17.8	20.9	0.2	13.7	4.6	0.7	9.4	-2.1	0.8
COC(=O)CCC(=O)NNC(=O)Cc1ccccc1	39.1	26.1	-0.5	4.9	3.6	-0.2	8.7	-11.0	1.6
Cc1sc2nc(N3CCOCC3)[nH]c(=O)c2c1-c1ccccc1	20.6	6.6	1.4	0.6	0.1	0.7	8.0	-2.6	-2.2
COc1ccc(OCCCn2c(=O)oc3ccccc32)cc1	13.5	6.0	-0.4	-0.5	-0.8	1.1	14.3	6.4	-0.5
O=C1NCCCC2c3c(cc(Br)c(O)c3Br)OC12N1CCOCC1 (stereo unspecified)	2.3	-0.1	1.5	0.5	-0.5	-0.7	5.5	6.2	46.5
Cc1ccc(C(=O)Nc2ccc(Cl)cc2C)c(Cl)c1	-35.0	-15.8	1.1	-0.3	-0.1	-0.4	6.2	-8.9	0.5
CC1CCCCN1S(=O)(=O)c1coc(C(N)=O)c1 (stereo unspecified)	8.9	0.5	1.6	-0.6	-3.9	-0.6	1.9	-0.7	2.4
CN(CCC#N)c1ccc(/C=C(\C#N)c2ccccn2)cc1	-3.0	47.4	-0.8	2.5	79.2*	2.3	8.8	-0.7	3.5
COc1ccc2c(c1)CCc1c(C(=O)Nc3ccc(OC)c(OC)c3)noc1-2	-0.3	4.5	0.4	0.0	1.7	0.4	7.3	-5.0	1.9
CCN(C(=O)COC(=O)c1cccc(-n2cnnn2)c1)C1CCCCC1	-18.5	2.7	-0.2	2.7	-2.1	1.0	1.4	0.8	0.1
Cc1oc(-c2cccs2)nc1CN1CCC(CO)(CCOc2ccccc2)CC1	-45.8	32.0	-0.3	-1.2	0.4	4.2	4.1	0.6	-3.9
c1ccc(OCCOCCN2CCOCC2)cc1	21.0	0.6	0.3	0.2	2.7	0.6	4.5	1.5	1.9
CCOC(=O)c1nnn(-c2nonc2N)c1-c1ccc(Br)cc1	2.8	0.2	-0.2	-1.4	0.4	-0.9	4.2	-5.1	-0.9
O=C1NN(c2cccc(Br)c2)C(=O)/C1=C/c1ccc(-c2cc([N+](=O)[O-])ccc2O)o1	-18.3	98.3*	1.7	-0.5	-39.6	-6.0	9.4	-0.3	-17.1
CCCCCOc1ccc(CN2CCOCC2)cc1Cl	1.0	-0.9	0.5	2.9	-2.6	1.4	9.9	-1.2	0.4
Nc1c(S(=O)(=O)c2cccc(Cl)c2)c2nc3ccccc3nc2n1CCN1CCOCC1	0.7	2.8	0.5	-0.3	-3.4	-2.3	7.6	-8.7	0.6
COc1cc(/C=N/c2oc(-c3ccccc3)cc2C#N)ccc1O	-14.1	3.6	1.2	0.2	6.0	-5.5	8.4	5.3	8.6
CCN1C(=O)CC(C(=O)NC)SC1=Nc1cc(Cl)c(O)c(Cl)c1 (stereo unspecified)	13.4	2.6	1.6	-0.2	2.6	-2.2	5.1	-0.5	1.4
CCOC(=O)c1ccc(NC(=O)Cn2nnc(-c3ccccc3C)n2)cc1	-23.1	-10.8	0.3	-0.5	0.5	1.3	11.4	-34.2	-1.1
C=CCOC(=O)Nc1ccc(Cl)cc1NC(=O)OCC=C	10.7	0.5	-0.6	0.5	-4.5	-1.3	0.5	5.8	1.3
Cc1ccc2c(c1)sc(=NC(=O)C1CC1)n2C	-18.7	25.2	0.3	-0.4	3.9	-1.8	0.3	4.4	-1.0
N=c1n(CCO)c2ccccc2n1Cc1ccccc1Cl	-4.5	0.9	-0.6	-0.1	-1.8	0.9	8.8	-6.4	1.9
Fc1ccccc1NC(=S)Nc1ccc(CN2CCOCC2)cc1	-9.0	14.9	1.5	0.0	2.1	0.9	3.4	8.3	0.0
C=C1[C@@H](OC(C)=O)CC[C@]2(C)[C@@H]1C[C@@H]1C[C@H](OC(C)=O)C(C)=C([C@@H](OC(C)=O)[C@@H]2OC(C)=O)C1(C)C	16.4	20.1	.	-0.1	-3.0	1.2	15.0	.	-4.6
COc1ccccc1CN=C1NC(=O)C(CC(=O)Nc2ccc(OC)c(OC)c2)S1 (stereo unspecified)	-27.9	3.3	1.1	0.2	-1.5	1.5	7.7	2.1	0.7
O=C(NC(=S)NN1CCCCC1c1cccnc1)c1ccc(Cl)cc1Cl (stereo unspecified)	-41.6	7.2	-0.1	0.2	3.4	0.2	14.6	-0.7	0.9

# Assay outcomes from PubChem.

# These rows are one share of the data (hit frequency here may not be typical).
